Compound activity deposited in PubChem by National Center for Advancing Translational Sciences (NCATS).
Pf Dd2 growth: inhibitors of Plasmodium falciparum Dd2 growth; Potency, µM (top dose mostly 28.9 µM), without a hit: at the top dose activity, negative = inhibition, actives largely listed as inhibitors; AID 1347417; hit rate 4.3% among 120,000; P. falciparum Dd2 growth, SYBR Green, 72 h; active = well fitted inhibition curve with a large enough effect; inconclusive = small, poorly fitted or top-dose-only effect; inactive = no such curve, though single readings can be large or run the other way;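 note: plate controls were DMSO vehicle for no effect and reference drug for full effect; nearly all actives have a fitted effect of over 65% in size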
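Readout: SYBR Green fluorescence, 485 nm excitation, 535 nm emission, after ~16 h lysis at 37C. Before that, Dd2-infected red cells (2.5% hematocrit) grew 72 h with compound, 29 uM top final concentration.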
* hit, by the source's call; i = inactive; ? = inconclusive; [ ] = another dose, or the depositor's remark. Potency is the fitted concentration of half-maximal effect.

The first 15 records, ahead of the listing:
SMILES | Pf Dd2 growth
O=C(O)Cn1ccc2cc(S(=O)(=O)N3CCCCCC3)ccc21 | ?
COc1ccc(Cn2nc(C3CC3)nc2-c2c(F)cccc2Cl)cc1 | -21%
COCCN1C(=O)CCC2(CNC(=O)c3ccncc3)CCCC=C12 (stereo not drawn) | 46%[activator]
CC(C)c1noc(-c2cccn3c(CNC(=O)c4ccccn4)nnc23)n1 | i
O=[S+]([O-])(c1cccnc1)c1nnn2c1nc(N1CCCCC1)c1ccccc12 | ?
COCCCn1c(=N)c(C(=O)NCc2ccco2)cc2c(=O)n3ccccc3nc21 | i
O=C(c1cccc(Cl)c1)N1CCCC2(Cc3ccccc3NC2=O)C1 (stereo not drawn) | i
CCCNC(=O)CC1COc2ccc(C(=O)NCCOC)cc2N1C (stereo not drawn) | -14%
O=C(NCCn1cccn1)c1ccc(C2CCNC2)cc1 (stereo not drawn) | -8%
COc1cccc(S(=O)(=O)N2CCN(Cc3ccc4c(c3)OCO4)CC2)c1 | 58%[activator]
CCOC(=O)c1c(C)[nH]c(C)c1S(=O)(=O)N1CCCC(C(=O)Nc2ccc(OC)c(OC)c2)C1 (stereo not drawn) | 85%[activator]
CS(=O)(=O)NC[C@H]1OC[C@@H](NC2CCC(F)(F)CC2)[C@@H]1O | 25%[44.1 µM]
O=C1CCN(C(=O)C2CCN(C(=O)C3CCOCC3)CC2)CCCCCCN1 | 3%
O=C1NCCCCCCN(S(=O)(=O)c2ccccc2)[C@H]2C[C@H](c3nc(-c4cccnc4)no3)C[C@@H]12 | ?
Cc1cc(CN(C)C(=O)CC(c2ccccc2)c2ccccc2C)n[nH]1 (stereo not drawn) | -10%

Main list, from the first entry:
SMILES | Pf Dd2 growth
O=C(O)Cn1ccc2cc(S(=O)(=O)N3CCCCCC3)ccc21 | ?
COc1ccc(Cn2nc(C3CC3)nc2-c2c(F)cccc2Cl)cc1 | -21%
COCCN1C(=O)CCC2(CNC(=O)c3ccncc3)CCCC=C12 (stereo not drawn) | 46%[activator]
CC(C)c1noc(-c2cccn3c(CNC(=O)c4ccccn4)nnc23)n1 | i
O=[S+]([O-])(c1cccnc1)c1nnn2c1nc(N1CCCCC1)c1ccccc12 | ?
COCCCn1c(=N)c(C(=O)NCc2ccco2)cc2c(=O)n3ccccc3nc21 | i
O=C(c1cccc(Cl)c1)N1CCCC2(Cc3ccccc3NC2=O)C1 (stereo not drawn) | i
CCCNC(=O)CC1COc2ccc(C(=O)NCCOC)cc2N1C (stereo not drawn) | -14%
O=C(NCCn1cccn1)c1ccc(C2CCNC2)cc1 (stereo not drawn) | -8%
COc1cccc(S(=O)(=O)N2CCN(Cc3ccc4c(c3)OCO4)CC2)c1 | 58%[activator]
CCOC(=O)c1c(C)[nH]c(C)c1S(=O)(=O)N1CCCC(C(=O)Nc2ccc(OC)c(OC)c2)C1 (stereo not drawn) | 85%[activator]
CS(=O)(=O)NC[C@H]1OC[C@@H](NC2CCC(F)(F)CC2)[C@@H]1O | 25%[44.1 µM]
O=C1CCN(C(=O)C2CCN(C(=O)C3CCOCC3)CC2)CCCCCCN1 | 3%
O=C1NCCCCCCN(S(=O)(=O)c2ccccc2)[C@H]2C[C@H](c3nc(-c4cccnc4)no3)C[C@@H]12 | ?
Cc1cc(CN(C)C(=O)CC(c2ccccc2)c2ccccc2C)n[nH]1 (stereo not drawn) | -10%
Cc1noc(-c2ccn3c(CNC(=O)COc4ccc(F)cc4)nnc3c2)n1 | -10%
CN(C)S(=O)(=O)N1CCCCCCNC(=O)[C@@H]2CCC[C@@H]21 | 28%
CCCc1noc(-c2ccn3c(CNC(=O)c4ccc5ccccc5n4)nnc3c2)n1 | ?
COc1ccc(NC(=O)Cn2c(=O)n(-c3cc(C)cc(C)c3)c(=O)c3oc4ccccc4c32)cc1OC | ?
O=C1COc2ccc(-c3ccccc3)nc2CN1Cc1ccc(F)cc1 | i
O=C(NCc1ccc2c(c1)CCN2C(=O)c1ccncc1)c1ccccc1Br | -21%
COCCN1CCc2nc(SCC(=O)Nc3ccc(Br)cc3)[nH]c(=O)c2C1 | 125%[activator]
CC(=O)c1cc(CC(=O)NCc2cc(F)c(F)cc2F)cs1 | -6%
COc1ccc(C2C=C(c3ccc(F)cc3)Nc3nc(-c4ccc(Cl)cc4)nn32)cc1 (stereo not drawn) | 1.1µM*
C=CCN(C)C(=O)[C@@H](C)C1CC[C@@]2(C)Cc3sc(NCCCC)nc3[C@@H](C)[C@@H]2[C@H]1O (stereo partly drawn) | ?
Next section.
SMILES | Pf Dd2 growth
Cn1ccnc1CNC(=O)C[C@@H]1C[C@H]2O[C@H](CNC3CCNCC3)[C@@H](O)[C@H]2O1 | -9%
COc1cccc(CNC(=O)c2ccc(-n3c(C)cc4c3CCCC4)cc2)c1 | ?
Cc1nc(CN2CCN(C(C(=O)O)c3cc4ccccc4o3)CC2)cs1 (stereo not drawn) | 17%
O=C(O)C1CC2(CCN(C(=O)CCCn3ccnc3)CC2)CN1 (stereo not drawn) | -5%
COc1ccc(NC(=O)Cc2c[nH]c3ncc(-c4ccccc4)cc23)cc1OC | i
CN1CCN(C(=O)[C@@H]2CCC[C@@H](NC(=O)NC3CCCC3)CN(C)C(=O)C2)CC1 | 27%[44.1 µM]
C#CCNC(=O)C1CCc2nnc(CNC(=O)Nc3cccnc3)n21 (stereo not drawn) | 17%
COc1ccc(C(=O)N2CCCC3(C2)Nc2cccnc2NC3=NC2CCCC2)cc1F (stereo not drawn) | -9%[5.79 µM]
COC1C(=O)N(C2CCN(C(=O)c3cc4ccccc4[nH]3)CC2)C12CCOCC2 (stereo not drawn) | -26%
CC(=O)Nc1cccc(OCC2CN(Cc3cccc(C(F)(F)F)c3)C(=O)c3c(ccnc3-c3ccc(OCC(=O)O)cc3)O2)c1 (stereo not drawn) | ?
Cc1ccccc1S(=O)(=O)Cc1ccc(C(=O)NC2CCC(C)CC2)o1 (stereo not drawn) | 17%
CC(C)COc1ccc(C2=NC(c3ccncc3)=Nc3ccc(F)cc3N2)cc1 | -2%
CCN(Cc1ccccc1)S(=O)(=O)c1ccc(N2CCCCS2(=O)=O)cc1 | 26%
CCN(CC)c1ccc(C2Nc3ccccc3-c3cc(C)nn32)cc1 (stereo not drawn) | -26%
COc1cccc(-c2cc(C(F)(F)F)nc(NCc3ccc(F)cc3)n2)c1 | i
O=C(N1CCC2(CCNCC2)CC1)C1(S(=O)(=O)c2ccccc2)CC1 | -9%
Cc1nn2c(c1-c1ccccc1C(C)C)N(C(=O)CCc1cccnc1)CCC2 | i
CC[C@H]1CN(C(C)=O)CC[C@H]1CC(=O)Nc1nccs1 | -13%[44.1 µM]
O=C(NCCc1ccccc1)[C@@H]1C[C@H](c2ccc(F)cc2)N([S+](=O)([O-])C2CC2)C1 | i
CCCn1c2ccccc2c2cnn(CC(=O)N(CCCOC(C)C)Cc3ccco3)c(=O)c21 | -5%
Cc1ccc(-n2c(C3CCN(C(=O)COc4cccc(C)c4)CC3)n[nH]c2=O)cc1 | ?
Cc1cc(C)c(S(=O)(=O)c2nnn3c2nc(NCCCOC(C)C)c2ccccc23)c(C)c1 | -20%
O=C(c1ccc(=O)[nH]n1)N1CCCC(c2ccn[nH]2)C1 (stereo not drawn) | 8%
COc1ncccc1-c1nccc2c(=O)cc(-c3ccncc3)oc12 | -6%[44.1 µM]
O=C(CCCN1C(=O)c2cccnc2Oc2ccc(Cl)cc21)NCc1ccccc1F | -4%
The list goes on:
SMILES | Pf Dd2 growth
NS(=O)(=O)c1ccc(C(=O)N2C[C@@H](CN3CCCCC3)[C@@H](CO)C2)cc1 | -16%
CSc1cccc(NC(=O)Cn2c(N3CCc4ccccc4C3)nc(C)cc2=O)c1 | -11%
CCOc1ccc(-c2cc3c(=O)n(CCNC(=O)c4ccoc4)ccn3n2)cc1 | ?
N#Cc1ccc(O[C@@H]2CCOC[C@H]2NC(=O)C2(N3CCCC3)CCCC2)cc1 | ?
CC(=O)N1CCOc2cc(S(=O)(=O)NCc3ccc(C)cc3)c(Cl)cc21 | -17%
Cc1sc(NC(=O)COc2ccc(C(C)(C)C)cc2)c(C(=O)OC(C)C)c1C | 28%
O=C(c1c(OCC2CC2)cc(=O)n2c1CCCCC2)N1CCc2ccccc2C1 | i
CCOC(=O)c1[nH]ncc1CN(Cc1ccsc1)CC1CCCO1 (stereo not drawn) | -23%
COc1cccc(CNC(=O)Cn2nc3n(c2=O)CCCC3)c1 | 9%
CCc1nc2c(c(-c3ccc(O)cc3)n1)CN(Cc1ccc(OC(F)(F)F)cc1)CC2 | ?
CCOC(=O)c1c(C)[nH]c(C)c1S(=O)(=O)NCC(=O)NCc1ccc(C)cc1 | 72%[activator]
COc1cccc(/C=C/c2nc(C#N)c(NCCc3ccccc3)o2)c1 | 0%
COC(=O)c1cccc(OCCn2ccnc2-c2nc[nH]c2C)c1 | -7%
Cc1ccc(C)c(Cn2c(=O)cc(C(F)(F)F)c3c(C)nn(C)c32)c1 | -18%
CCc1ocnc1C(=O)N1CC[C@@](O)(C2CCOCC2)[C@H](C)C1 | -3%
CNC(=O)c1noc([C@@H]2CC(F)(F)CN2C(=O)CC(C)C)n1 | i
O=C(CCC[C@@H]1[C@H]2CCCN3CCC[C@@H](CN1C(=O)c1cccnc1)[C@@H]23)N1CCCCC1 | i
O=C(Cc1cccc(Cl)c1)NC1CCN(c2cc(-c3cccs3)[nH]n2)C1 (stereo not drawn) | i
CCn1cc(S(=O)(=O)N2CC(Oc3cccc(-c4nc(C)no4)c3)C2)cn1 | i[5.79 µM]
CCn1c(CNC(=O)c2ccc(OC)cc2)nnc1SCC(=O)Nc1ccccc1 | 1%
COc1cccc(-n2cc(C(=O)Nc3ccccc3C(N)=O)c3ccccc3c2=O)c1 | ?
Cc1cc(N2CCN(C)CC2)nc2ccc(NC(=O)Nc3cccc(Cl)c3)cc12 | 1µM*
O=C1CCN(c2ccccc2C(=O)N[C@@H]2CCOC[C@H]2OCCO)C(=O)N1 | -14%
CCN(CC)C(=O)C(NC(=O)c1cccc(C)c1)C1CCN(C(=O)c2ccccc2C)CC1 (stereo not drawn) | i
Cc1cc(C(=O)N[C@H](C)c2onc(-c3ccc(F)cc3)c2C(=O)O)no1 | 15%[44.1 µM]
Remaining list, next part
SMILES | Pf Dd2 growth
COc1ccc(CNC(=O)c2cc3c(=O)[nH]c(C)cn3n2)c(OC)c1 | i
Cc1ccccc1Nc1c(-c2ccc(N3CCOCC3)cc2)nc2ccc(Br)cn12 | 8.9µM*
COc1cccc(CNC(=O)c2cc3cc(C)ccc3n2C)c1 | 13%
CC(C)c1ccc(NC(=O)Cn2c3ncccc3c(=O)n2-c2ccccc2)cc1 | 3%
O=C1CO[C@H]2CN(Cc3ccccc3)C[C@H]2N1Cc1cccc(C(F)(F)F)c1 | ?
CC(=O)Nc1ccc(NC(=O)CN2C(=O)NC3(CCC(C(C)(C)C)CC3)C2=O)cc1 (stereo not drawn) | i
COc1ccccc1N1CCN([C@H]2[C@@H]3OC[C@@H](O3)[C@@H](NC(=O)Nc3ccccc3)[C@@H]2O)CC1 | i
O=C([C@@H]1C[C@H](Oc2cccnc2)CN1C(=O)c1cc2ccccc2[nH]1)N1CCCC1 | i
Cc1cc(S(=O)(=O)N2CCC(Oc3ncccc3C(=O)N3CCOCC3)C2)ccc1F (stereo not drawn) | ?
Cc1ccc(CC(=O)N2CCCN(c3cc(-c4ccc(C)c(C)c4)[nH]n3)CC2)cc1 | 0%
CCc1ccccc1Nc1nn2c(=O)c3ccc(C(=O)Nc4ccc(OC)cc4)cc3nc2s1 | ?
COc1cccc(-c2n[nH]c3c2CC(=O)N(CC2CCOCC2)C3)c1OC | i
COc1cccc(OC(=O)CSc2nnc(-c3ccccc3OC)o2)c1 | -7%
Cc1ccc(C(=O)NC2CCN(c3cc(-c4ccccc4)[nH]n3)C2)s1 (stereo not drawn) | i
CCCn1nc(C)cc1CN(C)Cc1ccc(=O)n(CC)c1 | -15%
CCC(=O)N1C[C@@H](Oc2ccccc2)C[C@@H]1C(=O)N1CCOCC1 | 16%
Cc1cccc(OCC(=O)N2CCC(n3cc(-c4nc(C(C)C)no4)nn3)C2)c1 (stereo not drawn) | i
Cn1c(=O)[nH]cc(CC(=O)N2C[C@@H](C(=O)O)[C@H](c3ccncc3)C2)c1=O | -6%
COc1cccc(CNS(=O)(=O)c2ccc3c(c2)CCN3C(=O)C2CCC2)c1 | 48%[activator]
O=C(NCC1(O)CCCNCC1)c1ccc(-n2cnnc2)cc1 (stereo not drawn) | -3%
COc1cccc(CN2CCCC(O)(CN3CCCCC3)C2=O)c1 (stereo not drawn) | ?
O=C(Cc1ccsc1)N1CCC2(CC1)CN(c1ccncn1)CC2CO (stereo not drawn) | -15%
Cc1ccc(-c2nc3cc(C(C)C)ccc3o2)cc1NC(=O)c1cc([N+](=O)[O-])ccc1N1CCOCC1 | -5%
CCc1ccc(S(=O)(=O)N2CC(C(=O)NC3CCCCC3)C3(CCOCC3)C2)cc1 (stereo not drawn) | ?
O=C(COc1ccccc1)NCC1(COc2ccccc2)C[C@@H](O)[C@@H](O)C1 (stereo partly drawn) | -17%[44.1 µM]
Continuation.
SMILES | Pf Dd2 growth
O=C(c1ccc(F)c(F)c1)N1CCN(C2CCN(CCc3ccccc3)C2=O)CC1 (stereo not drawn) | ?
Cc1ccc(CN2C(=O)c3ccccc3CC2(C)C(=O)NC2CCCCC2)cc1 (stereo not drawn) | 11%
CCC(=O)Nc1ccc(C)cc1-c1nc2ccccc2n(C(C)C(=O)Nc2ccccc2CC)c1=O (stereo not drawn) | ?
Cn1c(=O)cc(SCC(=O)N2CCN(c3ccccc3F)CC2)c2cc(Cl)ccc21 | 47%[activator]
NC(=O)c1ccc(OC2CCN(S(=O)(=O)c3ccc(F)cc3)CC2)nc1 | ?
CNCCN1C(=O)CC[C@H]2CN(Cc3cc(C4CCCCC4)no3)CC[C@H]21 | -12%
CCCCc1ccc(NC(=O)CN2C(=O)NC(c3ccc(Cl)cc3)C3=C2COC3=O)cc1 (stereo not drawn) | -18%

The list is partial. The share of hits here may be higher or lower than overall.
